# Screening results: PubChem BioAssay, several laboratories
# TROY signal inh: inhibitors of TROY-driven NF-kB signaling, primary screen, Q293 LMP1-TROYcd cells, NF-kB luciferase, uHTS | Q293 LMP1-TROYcd NF-kB luciferase reporter, 4 h | inhibition, % at 10 µM | 360,000 tested, 0.98% active | AID 1347056, 2019;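 active means compounds whose plate-normalised and pattern-corrected inhibition of the luciferase reporter signal at the single screening dose is 50% or more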
# TWEAK-Fn14 inh: inhibitors of TWEAK-Fn14 signaling, primary screen, luciferase reporter cells, uHTS; TWEAK-stimulated Fn14 reporter cells, luciferase luminescence, 8 h; inhibition, % at 10 µM; 360,000 tested, 2% active; AID 1159606, 2016; in the data active means inhibition above about 50%
# C8 TRAIL sens: viability loss with TRAIL in NB7+C8 cells, primary screen, TRAIL sensitizer project, cell-based, ATPlite luminescence. inhibition (viability loss, TRAIL sensitization), % at 10 µM. 360,000 tested, 1% active. AID 624354, 2012;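 active means compounds causing at least 50% loss of cell viability in the single-dose screen, relative to plate controls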
# NCOA2 inhibitor: inhibition of GAL4-SRC2 driven luciferase reporter, primary screen, SRC2 inhibitor project, cell-based, luminescence. Nuclear receptor coactivator 2 (Homo sapiens), Q15596. HEK293 GAL4-SRC2 luciferase reporter. inhibition, % at 9 µM. 370,000 tested, 0.17% active. AID 651957, 2012;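 active means inhibition above the mean inhibition of all tested compounds plus 3 SD, set per campaign, cut at about 52% in these data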;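 further: 0% = DMSO treated cells and 100% = cells given Gossypol at 36 µM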
# KKLEB cytotox: cytotoxicity in KKLEB CF airway cells, primary screen, cytotoxicity control for CF NF-kB inhibitor project, cell-based, uHTS, fluorescence assay plates; KKLEB CF airway cells viability, ATPlite luminescence, overnight; hits give low values; cells stimulated with P. aeruginosa culture filtrate; activity change (cytotoxicity), % at 5 µM; 360,000 tested, 0.36% active;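 active means corrected activity change at or below -50% at 5 µM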
# NCOA3 inh: SRC3 coactivator transcriptional activity inhibitors, primary screen, cell-based, luminescence | Nuclear receptor coactivator 3 (Homo sapiens), Q9Y6Q9 | HEK293 GAL4-SRC3 luciferase reporter | inhibition, % at 3.6 µM | 360,000 tested, 0.17% active | AID 588352, 2011;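 active means inhibition above a per-campaign cutoff, the mean of all compounds plus 3 SD, cut at about 60% in these data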;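 further: 0% = DMSO-treated cells and 100% = gossypol-treated cells at 36 µM; higher means less SRC3-driven luciferase light from the GAL4 reporter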
# CF NFkB inh: inhibitors of PAF-induced NF-kB signaling, primary screen, cell-based, GFP fluorescence, uHTS. 360,000 tested, 0.86% active. inhibition, % at 5 µM. KKLEB NF-kB-GFP reporter, GFP fluorescence overnight;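 active means at least 50% inhibition at 5 µM, scaled per plate between neutral and stimulator controls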;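 further: PAF is a Pseudomonas aeruginosa culture filtrate used as stimulus; plate controls were PAF-stimulated DMSO wells for no effect and unstimulated DMSO wells for full effect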
# NR2F2 inh: NR2F2 transcriptional activity inhibitors, primary screen, cell-based, luciferase reporter, HEK293T, luminescence; 370,000 tested, 0.7% active; inhibition, % at 8.6 µM; HEK293T NGFI-A luciferase reporter;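 active means inhibition above a per-plate cutoff, mean inhibition of test wells between control levels plus 3 SD, cut at about 38% in these data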;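 further: cells cotransfected with COUP-TFII expression vector driving the NGFI-A reporter; 0% = median of COUP-TF2 test wells and 100% = reporter-only cells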
# SRC1 inh: SRC1 coactivator transcriptional activity inhibitors, primary screen, cell-based, luminescence; Nuclear receptor coactivator 1 (Homo sapiens), Q15788; HEK293 GAL4-SRC1 luciferase reporter; inhibition, % at 3.6 µM; 360,000 tested, 0.12% active; AID 588354, 2011;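 active means inhibition above the campaign mean plus 3 SD, with each screening campaign given its own cutoff, cut at about 60% in these data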;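 further: 0% = DMSO treated cells and 100% = gossypol at 36 µM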
# Target sequence (Q15788 whole entry, looked up, the tested form may be a part): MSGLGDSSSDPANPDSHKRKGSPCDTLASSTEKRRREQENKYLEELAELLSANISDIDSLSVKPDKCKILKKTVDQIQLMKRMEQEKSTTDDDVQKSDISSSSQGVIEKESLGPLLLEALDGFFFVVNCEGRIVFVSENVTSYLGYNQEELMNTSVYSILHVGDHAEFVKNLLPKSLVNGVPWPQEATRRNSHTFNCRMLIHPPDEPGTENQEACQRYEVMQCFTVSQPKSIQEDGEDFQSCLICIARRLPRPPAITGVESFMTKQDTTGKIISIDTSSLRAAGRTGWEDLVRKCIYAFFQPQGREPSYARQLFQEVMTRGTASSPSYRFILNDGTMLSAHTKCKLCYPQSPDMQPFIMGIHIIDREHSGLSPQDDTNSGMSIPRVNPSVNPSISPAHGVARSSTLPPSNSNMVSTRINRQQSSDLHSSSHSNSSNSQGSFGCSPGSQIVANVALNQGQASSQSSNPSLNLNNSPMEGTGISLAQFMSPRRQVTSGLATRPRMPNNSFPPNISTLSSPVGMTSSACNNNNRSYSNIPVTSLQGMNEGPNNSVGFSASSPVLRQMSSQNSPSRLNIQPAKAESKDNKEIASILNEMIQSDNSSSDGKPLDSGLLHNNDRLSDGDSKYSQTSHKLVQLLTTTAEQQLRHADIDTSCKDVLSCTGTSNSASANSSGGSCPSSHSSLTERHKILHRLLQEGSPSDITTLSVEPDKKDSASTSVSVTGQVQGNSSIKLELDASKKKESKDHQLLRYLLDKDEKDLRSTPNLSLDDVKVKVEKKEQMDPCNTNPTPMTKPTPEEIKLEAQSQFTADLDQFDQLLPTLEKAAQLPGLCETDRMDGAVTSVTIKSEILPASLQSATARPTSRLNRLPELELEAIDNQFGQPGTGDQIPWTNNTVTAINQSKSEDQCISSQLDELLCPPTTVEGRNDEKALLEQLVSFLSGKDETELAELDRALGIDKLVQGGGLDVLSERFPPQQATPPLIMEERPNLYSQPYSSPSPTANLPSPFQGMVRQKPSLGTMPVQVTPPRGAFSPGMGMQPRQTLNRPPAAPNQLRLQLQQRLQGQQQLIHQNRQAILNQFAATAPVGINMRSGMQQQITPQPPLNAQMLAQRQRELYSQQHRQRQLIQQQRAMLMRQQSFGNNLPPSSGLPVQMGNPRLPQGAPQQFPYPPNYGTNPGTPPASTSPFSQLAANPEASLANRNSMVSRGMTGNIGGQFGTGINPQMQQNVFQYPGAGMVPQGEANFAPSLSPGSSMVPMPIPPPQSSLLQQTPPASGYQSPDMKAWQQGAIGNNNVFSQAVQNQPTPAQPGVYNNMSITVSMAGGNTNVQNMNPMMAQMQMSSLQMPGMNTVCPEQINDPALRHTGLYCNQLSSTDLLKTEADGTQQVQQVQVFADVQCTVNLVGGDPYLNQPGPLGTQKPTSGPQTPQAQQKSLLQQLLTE
# NR5A2 inv ag: LRH-1 (NR5A2) inverse agonists, primary screen, cell-based, luminescence, HEK293T, StAR-luciferase reporter. Nuclear receptor subfamily 5 group A member 2 (Homo sapiens), O00482. LRH-1 transfected, 24 h. inhibition, % at 3.6 µM. 360,000 tested, 0.13% active;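 active means inhibition above the mean inhibition of all tested compounds plus 3 SD, cut at about 73% in these data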;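 further: 0% = DMSO wells and 100% = reporter-only cells lacking LRH-1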
# LMP1 NFkB inh: EBV LMP1-driven NF-kappaB luciferase reporter inhibitors, primary screen, cell-based, luminescence, single point | LMP1-induced NF-kappaB luciferase reporter cells | inhibition, % at 12.5 µM | 350,000 tested, 0.69% active | AID 504558, 2011; in the data active means inhibition above about 41%;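 further: 0% = neutral control wells and 100% = reference inhibitor control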
# * = called active by the depositor; . = not tested or not shown. The order is random. Share with any hit: about 4.2%.
# Sample of the layout:
# Order of results: TROY signal inh	TWEAK-Fn14 inh	C8 TRAIL sens	NCOA2 inhibitor	KKLEB cytotox	NCOA3 inh	CF NFkB inh	NR2F2 inh	SRC1 inh	NR5A2 inv ag	LMP1 NFkB inh
(1) COc1ccc(N2CCN(C(=O)CN(c3ccc(OC)cc3)S(=O)(=O)c3ccccc3)CC2)cc1
  -13	3	-4	19	-18	3	13	5	-12	13	4
(2) CC(C)NC(=O)c1ccc(N(Cc2ccccc2)S(C)(=O)=O)cc1
  1	1	4	13	7	5	4	-2	2	-1	7
(3) O=C1c2ccccc2C(O)N1CCN1CCOCC1 (stereo not drawn)
  -3	9	-5	-18	14	-2	-6	-1	6	4	2

# The listing, previewed entries included:
# Order of results: TROY signal inh	TWEAK-Fn14 inh	C8 TRAIL sens	NCOA2 inhibitor	KKLEB cytotox	NCOA3 inh	CF NFkB inh	NR2F2 inh	SRC1 inh	NR5A2 inv ag	LMP1 NFkB inh
(1) COc1ccc(N2CCN(C(=O)CN(c3ccc(OC)cc3)S(=O)(=O)c3ccccc3)CC2)cc1
  -13	3	-4	19	-18	3	13	5	-12	13	4
(2) CC(C)NC(=O)c1ccc(N(Cc2ccccc2)S(C)(=O)=O)cc1
  1	1	4	13	7	5	4	-2	2	-1	7
(3) O=C1c2ccccc2C(O)N1CCN1CCOCC1 (stereo not drawn)
  -3	9	-5	-18	14	-2	-6	-1	6	4	2
(4) O=C(CCC(=O)OCc1ccc(C(=O)Oc2ccccc2)cc1)Nc1cccc2ccccc12
  -13	-29	-3	-12	-2	-2	-2	-4	2	3	5
(5) COc1cccc(CNC(=O)COC(=O)c2ccc(Cl)s2)c1
  5	-15	-3	-17	29	4	-13	0	13	11	29
(6) Cc1cc(NC(=O)CNC(=O)C2CCCCC2)no1
  -7	9	1	2	0	10	0	7	-5	-5	-8
(7) O=C(NCc1ccccn1)[C@@H]1CCCN1C(=O)[C@@H]1CCCN1
  -10	-5	1	-2	.	.	.	2	.	-6	.
(8) CN1CCSc2ccc(C(=O)NCc3cccc(F)c3)cc21
  -11	-14	-3	4	-4	-19	5	2	-13	-32	-5
(9) Cc1nn(CC(=O)NC2CCCC2)c(C)c1[N+](=O)[O-]
  20	-2	7	1	13	5	-3	9	-1	15	4
(10) COc1ccc(CNC(=O)COC(=O)CCOc2ccc(C)cc2)cc1OC
  -15	6	8	2	-12	14	6	-6	-6	-8	5
(11) CCCN(CCC)CCNC(=O)C1CC(=O)N(c2ccc(OC)cc2)C1c1ccc(OC)cc1 (stereo not drawn)
  8	-5	0	-6	7	10	-12	-13	6	7	1
(12) Cc1ccc(NC(=O)[C@@H](CC(C)C)NC(=O)[C@@H]2Cc3ccccc3CN2)cc1
  -42	2	0	-34	14	-7	-1	-26	-34	-16	-11
(13) COc1cccc(NC(=O)C2CCCCC2)c1
  -14	-11	0	-5	4	-9	-8	-22	-41	-42	-2
(14) CCOC(=O)C1=C(COc2ccc(F)cc2Cl)NC(=O)NC1c1cc(C)ccc1C (stereo not drawn)
  3	2	4	-6	-7	9	8	1	5	11	2
(15) COc1cccc(Nc2nc(-c3ccccc3)nc3ccccc23)c1
  7	20	0	15	5	16	-25	-9	-8	13	-1
(16) COC(=O)N/N=C/c1cn(Cc2ccc(F)cc2)c2ccccc12
  12	10	-34	2	-6	10	4	13	7	31	-8
(17) CNC(=S)NCCc1ccc(OC)c(OC)c1
  -10	-18	13	-24	3	18	-1	8	5	-9	-1
(18) COc1ccc(S(=O)(=O)N2CCC(C(=O)NC3CC3)CC2)cc1
  3	-18	-8	-8	-5	5	-11	-2	-6	-11	4
(19) Cc1cccc(C(=O)Nc2cccc(OC(=O)c3cccc(C)c3)c2)c1
  -67	-32	4	-42	-8	-62	19	-19	-77	-103	7
(20) CN(Cc1ccco1)C(=O)c1ccc(OC2CCN(Cc3ccccn3)CC2)cc1
  -16	19	9	4	6	8	-11	4	1	-14	-9
(21) C/C=C/c1ccc(OCCOCCNCc2ccccc2)c(OC)c1
  7	2	12	22	4	-1	20	-2	-10	-4	11
(22) O=C(C1=C[C@H](C2CCCCC2)C[C@H](OCc2ccc(CO)cc2)O1)N1CCOCC1
  -10	-17	14	-7	5	-4	3	1	3	2	-15
(23) C=CCOC(=O)C1=C[C@H](C2CC2)[C@@H](CCCO)[C@H](OCC)O1
  4	-2	3	-4	1	-12	-9	11	-6	-3	4
(24) CCOCCCn1c(SCc2ccccc2)nnc1-c1ccncc1
  -10	15	-7	-18	8	-2	2	-12	-8	5	-4
(25) CNC(=O)COC(=O)/C=C/c1cccc(F)c1
  -9	-12	2	-11	-3	18	-4	5	-13	3	0
(26) Cc1c(C(=O)N(Cc2ccccc2)C(C)C)oc2ccc(S(=O)(=O)N3CCOCC3)cc12
  42	21	30	17	-4	12	19	19	0	-5	4
(27) c1ccc(-c2nnc(N3CCN(c4ccccn4)CC3)c3ccccc23)cc1
  26	21	21	-12	-6	2	29	-2	3	-11	28
(28) O=C(NC(c1ccc(F)cc1)c1cnccn1)C1CCN(CCOc2ccc(Cl)cc2Cl)CC1 (stereo not drawn)
  3	13	-7	4	-8	14	-6	-17	-35	-4	.
(29) CC1CCN(CC(=O)Nc2ccc(S(=O)(=O)NC3CC3)cc2)CC1
  -7	-5	0	-4	-2	-4	4	10	1	2	-6
(30) C/C(=N\NC(=O)c1nonc1N)c1cccs1
  -55	-15	8	-5	19	-6	-8	-22	-8	-20	-2
(31) CS(=O)(=O)Nc1cccc(C2=NN(S(=O)(=O)c3ccc(F)cc3)C(c3cccs3)C2)c1 (stereo not drawn)
  -29	-27	0	-2	-3	20	-21	-5	12	4	0
(32) O=C(c1cccc([N+](=O)[O-])c1)N1CCN(S(=O)(=O)N2CCCCC2)CC1
  0	-20	2	6	3	1	-3	-9	8	7	-6
(33) Cc1ccc(NCc2nnc(SCCN3CCCCC3)n2CC2CCCO2)cc1Cl (stereo not drawn)
  4	0	4	10	-1	12	1	-1	-2	11	-1
(34) COc1ccc(Cn2c(C(C)C)nc3sc4ccccc4c(=O)c3c2=O)cc1
  40	-14	9	-10	6	-1	15	11	-62	8	12
(35) O=C1CC(c2ccccc2)Oc2cc(O)cc(O)c21 (stereo not drawn)
  -26	-19	0	-48	-16	-31	14	-14	-18	-35	-3
(36) COc1cc(S(=O)(=O)NC2CCCC2)ccc1Cl
  9	-2	8	-18	1	-4	-13	2	5	9	-3
(37) CCOC(=O)N1CCN(CCC(=O)c2ccc(Br)cc2)CC1
  -17	29	-7	-16	-8	9	5	2	1	11	1
(38) COC(=O)[C@H](CCSC)NC(=O)N1CCC(C)CC1
  -23	-1	-12	4	6	12	-11	-12	3	5	9
(39) COC(=O)C(C(=O)OC)C(CC(=O)c1ccc(Br)cc1)c1ccccc1 (stereo not drawn)
  10	-21	-1	5	-5	2	-21	5	1	2	0
(40) C[C@@H](NCCc1ccc(O)cc1)[C@@H](O)c1ccc(O)cc1
  21	-36	-16	-26	21	-13	26	-50	-10	12	9
(41) Cc1cc(C)n(S(=O)(=O)c2ccccc2)n1
  -7	-15	2	9	-1	-6	6	19	10	8	1
(42) O=C(NCC1CCCO1)C1CCN(C2CCN(C(=O)C3CCCCC3)CC2)CC1 (stereo not drawn)
  16	-6	-2	-38	-1	8	4	7	6	-7	-4
(43) CC(NC(=O)Cn1cc2c(n1)CCCCC2)c1ccccc1 (stereo not drawn)
  -17	-1	-12	-16	-1	20	2	9	5	8	-14
(44) CC(C)c1nc(SCC(=O)Nc2cccc(S(N)(=O)=O)c2)n[nH]1
  -33	-14	-7	-2	9	-1	-11	-8	-9	18	3
(45) CCc1onc(C)c1C(=O)Nc1ccc2c(c1)OCO2
  25	1	-16	7	0	3	-5	-2	9	6	3
(46) CC(=O)C1=C(O)C(=O)N(c2ccccn2)C1c1ccc(Cl)cc1 (stereo not drawn)
  -65	-11	-1	-6	9	-53	-9	2	-27	-49	-1
(47) Cc1ccc(CNS(=O)(=O)c2cn(C)c(=O)n(C)c2=O)cc1
  4	6	14	7	-4	8	27	10	2	-1	1
(48) CCOC(=O)N1CCC(N2CC34C=CC(O3)C(C(=O)Nc3ccc(C(C)C)cc3)C4C2=O)CC1 (stereo not drawn)
  -1	8	10	-15	9	10	-34	2	14	-20	1
(49) COc1ccc(O)c(C(c2c(C)[nH][nH]c2=O)c2c(C)[nH][nH]c2=O)c1
  10	-7	9	3	10	-3	-20	5	-8	28	12
(50) N#C/C(=C/c1ccc(N2CCCC2)c([N+](=O)[O-])c1)c1nc2ccccc2[nH]1
  18	36	35	-7	-9	-16	2	-4	-22	-28	-27

# 5 entries from above, screen by screen.
[41] Cc1cc(C)n(S(=O)(=O)c2ccccc2)n1
[42] O=C(NCC1CCCO1)C1CCN(C2CCN(C(=O)C3CCCCC3)CC2)CC1 (stereo not drawn)
[43] CC(NC(=O)Cn1cc2c(n1)CCCCC2)c1ccccc1 (stereo not drawn)
[44] CC(C)c1nc(SCC(=O)Nc2cccc(S(N)(=O)=O)c2)n[nH]1
[45] CCc1onc(C)c1C(=O)Nc1ccc2c(c1)OCO2

assay / entry,41,42,43,44,45
TROY signal inh,-7,16,-17,-33,25
TWEAK-Fn14 inh,-15,-6,-1,-14,1
C8 TRAIL sens,2,-2,-12,-7,-16
NCOA2 inhibitor,9,-38,-16,-2,7
KKLEB cytotox,-1,-1,-1,9,0
NCOA3 inh,-6,8,20,-1,3
CF NFkB inh,6,4,2,-11,-5
NR2F2 inh,19,7,9,-8,-2
SRC1 inh,10,6,5,-9,9
NR5A2 inv ag,8,-7,8,18,6
LMP1 NFkB inh,1,-4,-14,3,3

# Sorted by formula weight (rising): part of the list above.
# Order of results: TROY signal inh	TWEAK-Fn14 inh	C8 TRAIL sens	NCOA2 inhibitor	KKLEB cytotox	NCOA3 inh	CF NFkB inh	NR2F2 inh	SRC1 inh	NR5A2 inv ag	LMP1 NFkB inh
(41) Cc1cc(C)n(S(=O)(=O)c2ccccc2)n1
  -7	-15	2	9	-1	-6	6	19	10	8	1
(36) COc1cc(S(=O)(=O)NC2CCCC2)ccc1Cl
  9	-2	8	-18	1	-4	-13	2	5	9	-3
(37) CCOC(=O)N1CCN(CCC(=O)c2ccc(Br)cc2)CC1
  -17	29	-7	-16	-8	9	5	2	1	11	1
